GAA spleen mod – inhibitors or activators of human alpha-glucosidase in spleen homogenate. human spleen homogenate, 4-MU-alpha-glucoside fluorescence. hit rate 0.006% among 240,000. AID 2112. Potency, µM (top dose mostly 79.9 µM), inactives show at the top dose activity change, negative = inhibition, most hits filed as inhibitors. P10253;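 further: 0% = enzyme with vehicle and -100% = no enzyme basal signal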
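AC50 values come from Hill-equation fits of concentration-response data, normalized to no-enzyme and full-activity controls. Enzyme source: 1 ug human spleen homogenate; 1 mM fluorogenic 4-MU glucoside, pH 5.0 citrate buffer, 37 C, 40 min.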
GAA glycogen – alters human alpha-glucosidase cleavage of glycogen; hit rate 0.38% among 300,000; recombinant GAA, glycogen substrate, Amplex Red glucose oxidase fluorescence; Potency, µM (series often up to 76.4 µM), for the others: at the highest dose activity change, negative = inhibition, actives largely listed as inhibitors; AID 2100; P10253;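 further: 0% = full enzyme reaction and -100% = no-enzyme basal signal; the screen sought inhibitors and activators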
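Recombinant human enzyme (4 nM); glycogen substrate; 37 C, 40 min, pH 5.0. Readout: coupled glucose oxidase/Amplex Red fluorescence.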
Tau fibril FP – blocks human tau fibril formation measured by polarization | hit rate 0.39% among 280,000 | AID 1468 | K18 P301L tau heparin fibrillization, Alexa594 FP, 6 h | P10636 | Potency, µM (titrated, usually from 57.7 µM), for inactives: at the highest dose activity, negative = inhibition, hits mostly inhibitors; further: on the % scale 0 is the no-effect control and ±100 the full control effect; nearly all actives have a fitted effect of over 55% in size
Target sequence (P10636 561-689 P618L limits assumed): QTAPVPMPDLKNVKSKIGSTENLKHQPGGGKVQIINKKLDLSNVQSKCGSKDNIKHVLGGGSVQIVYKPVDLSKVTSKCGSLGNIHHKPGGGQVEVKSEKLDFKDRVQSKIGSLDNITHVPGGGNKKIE
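Compound effects on tau fibrillization are measured by Alexa 594 fluorescence polarization (ex 555, em 632 nm). K18 P301L tau is used at 15 uM with 0.24 uM labeled tracer, and 20 uM heparin induces aggregation over 6 hr at 37 C.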
GAA inhib – blocks human lysosomal alpha-glucosidase. P10253. purified human GAA, 4-MU-alpha-glucoside fluorescence. Potency, µM (top dose mostly 76.9 µM), inactives show top-dose activity change, negative = inhibition, usual class: inhibitors. hit rate 0.005% among 200,000;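 further: plate controls were uninhibited enzyme wells for no effect and no-enzyme background for full effect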
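Human alpha-glucosidase, 4 nM, pre-mixed with test compounds before 400 uM 4-methylumbelliferyl substrate; 20 min room temperature at pH 5.0. Fluorescence read after pH 10 stop; AC50 values from Hill-equation fits.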
Tau fluor cs – counter-screen for tau fibril formation inhibitors; tau K18 P301L Alexa594 fluorescence, heparin fibrillization; hit rate 0.93% among 280,000; Potency, µM (doses to about 57.7 µM), inactives show at the top dose activity change, negative = decrease; further: on the % scale 0 is the no-effect control and ±100 the full control effect; nearly all actives have a fitted effect of over 55% in size
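Human tau K18 P301L (15 uM unlabeled, 0.24 uM Alexa 594-labeled) in 100 mM sodium acetate pH 7 with 20 uM heparin, 6 hr at 37 C. ThT 30 uM added, 1 hr ambient; Alexa 594 FP and total fluorescence read at 555/632 nm.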
Tau fibril ThT – inhibitors of human tau fibril formation, thioflavin T binding. P10636. recombinant tau K18 P301L (four-repeat tau fragment), heparin-induced fibrillization, ThT fluorescence. Potency, µM (series often up to 57.4 µM), for inactives: top-dose activity, negative = inhibition, actives largely listed as inhibitors. AID 1460. hit rate 2.1% among 270,000; further: on the % scale 0 is the no-effect control and ±100 the full control effect; nearly all actives have a fitted effect of over 55% in size
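K18 P301L tau (15 uM + 0.24 uM Alexa 594-tagged), heparin 20 uM, NaOAc pH 7, 6 h 37 C; ThT 30 uM, 1 h RT, ex 450/em 510 nm.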
HTT cytoprotect – protects HTT-Q103 PC12 cells, measured by ATP. PC12 HTT-Q103 induced, cytoprotection, ATP luminescence, 40 h. Potency, µM (highest dose often 56.4 µM), for inactives: cytoprotection (ATP increase), hits mostly activators. hit rate 0.14% among 230,000;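 further: % of control where 0% means no effect; nearly all actives have a fitted effect of over 45% in size; toxic huntingtin expression switched on by the ecdysone agonist tebufenozide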
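Cells were plated at 1500 per well in phenol red-free DMEM with 5% equine and 5% calf serum. Tebufenozide (100 nM final) and compounds were added, then ATPlite reagent, and luminescence was read.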
aGal spleen mod – alpha-galactosidase A (human) modulation | human spleen homogenate, 4MU-alpha-Gal fluorescence, 40 min | Potency, µM (doses to about 80 µM), without a hit: top-dose activity change, negative = inhibition, most hits filed as inhibitors | hit rate 0.008% among 240,000 | AID 2107;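 further: 0% = enzyme with vehicle and -100% = no enzyme basal signal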
Target sequence (P06280 32-429 limits assumed): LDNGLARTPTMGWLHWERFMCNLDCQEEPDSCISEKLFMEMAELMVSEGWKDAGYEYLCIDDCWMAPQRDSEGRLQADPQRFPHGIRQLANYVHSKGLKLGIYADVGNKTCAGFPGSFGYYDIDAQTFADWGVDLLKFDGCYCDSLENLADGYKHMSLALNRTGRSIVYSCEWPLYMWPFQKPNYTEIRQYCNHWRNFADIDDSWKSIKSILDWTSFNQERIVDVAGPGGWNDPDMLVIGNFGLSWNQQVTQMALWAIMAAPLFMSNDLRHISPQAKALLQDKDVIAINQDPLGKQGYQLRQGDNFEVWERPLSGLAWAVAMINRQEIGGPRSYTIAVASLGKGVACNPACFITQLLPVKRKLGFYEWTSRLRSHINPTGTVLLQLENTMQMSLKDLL
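qHTS titration in buffer at pH 5.0. Alpha-galactosidase activity in spleen homogenate was measured via 4-methylumbelliferone release from 1 mM fluorogenic substrate after 40 min at 37C and a pH 10 stop. AC50 came from Hill fits of control-normalized data.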
The depositor's hits bear a star; ? = inconclusive; . = no result given; & = joins results of further samples; [ ] = remark or other dose. The call rests on the fitted dose curve; in most records, active means well fitted curve in the direction sought with a large enough effect; inconclusive means small, poorly fitted or top-dose-only effect, or another doubt; inactive means no such curve, though single readings can be large; an effect the other way counts as inactive or inconclusive. Potency means the concentration at half of the fitted maximal effect. The order is random, and some 3.3% of all compounds hit somewhere here.

SMILES	GAA spleen mod	GAA glycogen	Tau fibril FP	GAA inhib	Tau fluor cs	Tau fibril ThT	HTT cytoprotect	aGal spleen mod
COc1cc(/C=N/NC(N)=O)cc([N+](=O)[O-])c1O	-1.1%	-21.2%	-8.4%	5.0%	-1.1%	0.6%	24.3%[10 µM]	4.2%
C/C(CCc1oc2ccc(Br)cc2c1-c1ccc(C)o1)=N/O	4.4%	-5.7%	-18.7%	-4.1%	-23.5%	?	.	3.5%
COCCN1C(=O)c2ccccc2C(C(=O)N2CCN(c3ccccn3)CC2)C1c1ccc(F)cc1 (stereo not drawn)	-0.6%	0.4%	-3.9%	-2.0%	0.0%	-5.9%	25.5%[10 µM]	-1.6%
CC1(C)C2CCC1(C)C(OC(=O)c1ccccc1C(=O)O)C2 (stereo not drawn)	-4.4%	3.8%	-4.6%	.	2.7%	1.0%	-8.4%[10 µM]	-6.7%
Cc1cc(C(=O)NCCCN2CCCC2=O)no1	-3.3%	2.6%	8.0%	0.3%	4.1%	-1.9%	-5.9%[0.074 µM]	-7.3%
COC(=O)c1ccccc1C(=O)N1CCCC(C(=O)c2cc(F)ccc2F)C1 (stereo not drawn)	11.7%	11.3%	7.2%	5.0%	13.5%	9.3%	.	6.2%
COc1cccc(NC(=O)N(CCCN2CCOCC2)C(C)c2cc3ccccc3o2)c1 (stereo not drawn)	0.2%	3.5%	-1.8%	-2.3%	-8.4%	-9.7%	-4.1%	6.5%
CCN(C(=S)NC(=O)CCc1ccccc1)c1ccccc1	11.9%	1.8%	-3.2%	8.6%	-10.2%	-10.5%	14.4%[10 µM]	7.0%
CCS(=O)(=O)c1nc(S(=O)(=O)c2ccc(C)cc2)c(NCCCOC)s1	.	12.1%[76.3 µM]	-13.9%	.	-11.9%	6.8%	.	.
COC(=O)[C@@H](NC(=O)N(C1CCCCC1)C1CCCCC1)C(C)C	-3.7%	10.9%	-3.0%	-21.9%	-1.1%	-6.4%	9.1%[0.074 µM]	-0.1%
O=C(COC(=O)CCN1C(=O)/C(=C\C=C\c2ccccc2)SC1=S)Nc1ccc(Br)cc1	-1.0%	7.1%	-5.7%	8.7%	-3.0%	-0.5%	-32.4%	-2.0%
Cc1ccc(CNc2nc(-c3ccco3)nn2S(C)(=O)=O)cc1	.	15.1%[76.3 µM]	-2.1%	.	-6.4%	16.1%	.	.
CCOC(=O)c1c(-c2ccccc2)oc2ccc(OCC(=O)O)cc12	8.9%	0.9%	-7.2%	.	-4.2%	-5.7%	-3.6%[10 µM]	5.2%
O=C(Cc1n[nH]c(=O)[nH]c1=O)N/N=C/c1c(O)ccc2ccccc12	3.9%	-4.2%	-1.4%	-6.0%	7.9%	10.7%	.	-8.2%
O=C(c1ccc(S(=O)(=O)N2CCOCC2)cc1)N1CCc2ccccc2C1	-8.4%	0.9%	-2.3%	-11.1%	-9.1%	-6.2%	-14.9%[0.074 µM]	-1.2%
C=CCCN(C(CC(C)C)C(=O)OC)S(=O)(=O)c1cc(Br)ccc1Br (stereo not drawn)	-4.4%&-15.7%	-3.7%	-13.3%	.	-23.2%	-6.5%	12.1%[10 µM]	6.4%&3.9%
CC(=O)O/N=C(/c1nonc1N)N(C)C	-6.3%	2.4%	7.7%	5.2%	4.5%	0.9%	-0.3%[10 µM]	-3.9%
CCOC(=O)C1=C(C)NC(=O)C(C(N)=O)C12CCCCC2 (stereo not drawn)	2.0%	-4.0%	6.1%	-2.4%	1.0%	-1.5%	2.3%	1.2%
Clc1ccc(OCc2nc3ccccc3[nH]2)cc1	.	-2.7%	0.3%	-3.2%	-7.1%	-1.1%	-110.4%[inhibitor]	3.1%
O=C(Nc1cccc2ccccc12)N1N=CCC1c1ccccc1 (stereo not drawn)	-16.4%	4.9%	-3.3%[11.6 µM]	.	-17.3%[11.6 µM]	.	-2.9%[10 µM]	-3.8%
COc1ccc(C(=S)N2CCN(C)CC2)cc1	-3.4%	-3.9%	-6.4%	-4.1%	-10.3%	-6.4%	5.1%	-4.9%
CC(C)CN(C(=O)COC(=O)c1ccc2ccccc2n1)C1CCS(=O)(=O)C1 (stereo not drawn)	-15.9%	6.4%	6.2%	1.0%	6.2%	2.1%	-7.6%[10 µM]	-18.4%
CCOc1ccc(NC(=O)Nc2cc(C(C)C)ccc2C)cc1	10.5%	7.4%	9.1%	.	?	-4.9%	12.8%[10 µM]	12.1%
COCCn1c(N2CCN(c3ccc(OC)cc3)CC2)nc2c1c(=O)[nH]c(=O)n2C	3.3%	6.4%	6.4%	3.2%	-8.5%	?	-3.5%	6.8%
CC(=O)/C(=N/Nc1ccccc1)N1CCOCC1	-15.7%	10µM*	1.0%	-4.8%	-5.0%	0.6%	-16.6%[10 µM]	-9.3%
CCn1cc(C(=O)NC2CCCCC2C)c(=O)c2ccc(C)nc21 (stereo not drawn)	8.4%	1.7%	0.8%	-1.7%	-0.1%	-5.2%	-19.6%	1.4%
CSc1nnc2c(n1)OC(c1ccc(C(=O)O)cc1)N(C(C)=O)c1ccccc1-2 (stereo not drawn)	-9.4%	3.3%	-3.6%	-8.5%	-2.2%	-3.2%	-11.8%	1.2%
CCOCc1nnc(NC(=O)CSc2ccccc2)s1	-2.3%	1.0%	10.3%	4.4%	3.8%	4.1%	-21.6%	4.9%
COc1ccc(Br)cc1/C=N/NC(=O)CNC(=O)/C=C/c1ccccc1	-16.2%	3.1%	-3.3%	-2.4%	?	-13.5%	-7.6%	-14.0%
COc1cccc(C(=O)Nc2ccc3nc4n(c(=O)c3c2)CCCCC4)c1	.	6.8%[76.3 µM]	-3.2%	.	-19.2%	?	.	.
COc1cc(OC)c2c(c1)C(=O)OC2	-1.2%	7.5%	0.6%	-5.4%	-6.3%	-3.8%	0.7%[10 µM]	-1.3%
CC(C)c1ccc(C(=O)N2CCN(CCO)CC2)cc1	-1.2%	-21.5%	-2.4%	-5.6%	0.6%	-5.3%	1.2%	8.2%
COc1ccc(NC(=O)CSc2nnc(Cn3c(=O)sc4ccccc43)n2C)cc1OC	-4.0%	-0.9%	5.2%	?	5.3%	-1.1%	2.1%	-3.0%
COc1ccc(NC(=O)C2CCC(CNS(=O)(=O)c3ccc4c(c3)C(C)(C)C(=O)N4C)CC2)cc1 (stereo not drawn)	.	19.0%[76.3 µM]	-1.6%	.	-13.4%	-5.2%	.	.
Cc1ccccc1SCC(=O)Nc1cccc(C#N)c1	0.3%	-4.7%	0.5%	-1.9%	-16.9%	-6.2%	-3.6%	-0.9%
CC(=O)Nc1ccc(OCC(=O)c2ccc(C)cc2C)cc1	-3.7%	-3.1%	3.9%	-2.4%	-10.5%	-28.3%	-34.4%	6.2%
COc1ccc(S(=O)(=O)NCC2CCCN(Cc3cccnc3)C2)cc1 (stereo not drawn)	3.4%	-5.9%	1.1%	-8.2%	3.6%	8.9%	14.5%[10 µM]	12.3%
COc1ccccc1NC(=O)CSc1nc(N)c(C#N)cc1C#N	4.4%	9.3%	6.8%	-2.4%	-8.6%	-15.1%	.	8.8%
CSc1nnc2n(-c3cccc(C)c3)c(=O)c3c4c(sc3n12)CCCC4	.	9.4%[76.3 µM]	-2.4%	.	-20.3%	?	.	.
COc1ccc(C)cc1S(=O)(=O)N(C)CC(N)=O	5.2%	1.8%	13.3%	-8.2%	6.2%	-4.4%	30.4%	14.7%
COc1ccc(-c2noc(C3CCCN(S(=O)(=O)c4cccc(Cl)c4C)C3)n2)cc1OC (stereo not drawn)	1.7%	-7.7%	-0.9%	?	-23.5%	-2.4%	-20.2%	5.1%
CC(C)(C)S(=O)(=O)c1ccccc1C(=O)O	-4.1%	-1.0%	-1.1%	-2.6%	8.6%	-1.5%	19.2%[10 µM]	-4.8%
O=C(COC(=O)C1COc2ccccc2O1)NC(=O)NC1CCCCC1 (stereo not drawn)	-2.3%	6.8%	-6.0%	-3.4%	-12.4%	-0.4%	9.9%	1.0%
N#Cc1ccc(C23CC4(C2)[C@H](CN(Cc2ccc(-c5ccccc5)cc2)[C@@H]4c2ccccc2)C3c2ccc(C(F)(F)F)cc2)cc1 (stereo partly drawn)	-6.6%&-12.5%	-2.1%	-6.2%&-5.8%	.	-3.6%&20.7%	-1.9%&7.4%	-8.0%	3.2%&-2.1%
O=C1CCc2cc(S(=O)(=O)NCCCC(=O)N3CCN(Cc4ccc5c(c4)OCO5)CC3)ccc2N1	-1.9%	4.7%	9.4%	-13.2%	-3.0%	-3.2%	-16.8%	-6.6%
O=C(c1ccc(Cl)cc1)c1cnc(Nc2ccccc2)s1	-7.8%	-0.6%	2.0%	-10.0%	-3.9%	?	-49.6%[inhibitor]	-1.1%
Cc1cc(C)n(CC(=O)Nc2ccccc2)n1	-3.7%	1.7%	3.3%	1.9%	4.5%	-0.2%	-2.0%	-0.4%
CCSc1nnc([C@H](Cc2c[nH]c3ccccc23)NC(=O)OC(C)(C)C)o1	-16.3%	-10.9%	12.0%	?	-24.4%	-12.9%	-3.8%	20.4%
O=C(N/N=C/C1CC=CCC1)c1cc2ccccc2cc1O (stereo not drawn)	0.6%	0.8%	-5.7%	-5.9%	?	?	-12.4%[0.074 µM]	-0.4%
O=C(CC(c1ccccc1)c1ccco1)N1CCOCC1 (stereo not drawn)	-10.8%	-11.6%	-2.0%	-4.1%	-0.6%	-2.9%	8.8%[1.9 µM]	-6.2%
Cc1c(O)c(CN(C)C)cc2c1oc(=O)c1ccccc12	-0.4%	6.1%	-0.4%	.	-18.9%	?	-14.4%[10 µM]	2.0%
CCCn1nnc(NC(=S)NC(=O)Cc2ccccc2)n1	2.8%	4.2%	-3.9%	5.2%	2.5%	-3.1%	-1.7%	-0.7%
O=C(NCc1ccc(F)cc1)C1CCCN(S(=O)(=O)c2cccc3nsnc23)C1 (stereo not drawn)	6.2%	0.2%	-1.9%	2.8%	-9.9%	-4.9%	9.4%	-1.9%

High-throughput results (PubChem)
